Screens: PubChem BioAssay, several laboratories
KCC2 mod: modulators of human KCC2 chloride dependent transport; B-score of Tl+ flux slope (higher = more flux/activation; lower = inhibition) at 10 µM; Q9H2X9; 190,000 compounds, 2.2% hits; AID 1456; KCC2 cells, thallium flux FluoZin-2 fluorescence;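 active = thallium flux slope and its plate-corrected score both differing from the plate sample mean at a set confidence after two filtering rounds, in either direction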;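 note: slope of fluorescence scaled to starting intensity during 10 to 20 s after thallium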
14-3-3 Bad inh: disrupts binding of bovine 14-3-3 zeta to phospho-Bad peptide. P63103. TR-FRET 14-3-3zeta/Dy647-pBad peptide displacement, 1 h. inhibition, % at 21.7 µM. 220,000 compounds, 0.71% hits;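 active = inhibition above about 70%, limit read from the data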;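 note: 0% = full 14-3-3 plus peptide FRET controls and 100% = background without 14-3-3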
Target sequence (P63103 whole entry, looked up): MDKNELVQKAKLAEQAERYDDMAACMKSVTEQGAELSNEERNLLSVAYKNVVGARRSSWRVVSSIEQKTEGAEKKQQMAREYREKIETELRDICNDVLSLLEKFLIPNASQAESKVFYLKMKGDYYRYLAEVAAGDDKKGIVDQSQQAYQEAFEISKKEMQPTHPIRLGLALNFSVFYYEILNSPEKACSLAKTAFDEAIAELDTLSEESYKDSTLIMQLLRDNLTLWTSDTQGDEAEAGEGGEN
KLK5 inh: inhibitors of human kallikrein 5; Q9Y337; inhibition, % at 5 µM; recombinant hK5, fluorogenic AMC substrate cleavage; 210,000 compounds, 0.59% hits;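 active = inhibition of 40% or more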;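 note: 0% = enzyme controls without compound and 100% = no-enzyme blanks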
Furin inh: inhibitors of human furin; P09958; inhibition, % at 30 µM; 220,000 compounds, 0.061% hits; AID 463115; purified furin, fluorogenic substrate cleavage; in the data active = inhibition above about 25%; note: inactives centre near -15
thrombin 1536: thrombin (human) inhibition; P00734; alpha-thrombin, Boc-VPR-AMC fluorogenic substrate cleavage; AID 1046; 220,000 compounds, 0.26% hits; inhibition, % at 5 µM;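 active = inhibition at or above 40%; inactive = inhibition below 40%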;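 note: 0% = enzyme with no compound and 100% = wells without enzyme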
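System – human alpha-thrombin · Medium – pH 7.5 Tris (50 mM) with NaCl 150 mM, Tween 20 0.05% · Compound – single-point dosing at 5 µM, 0.2% DMSO · Incubation – enzyme reaction carried out at room temperature · Technique – fluorescence of released AMC, ex 355 nm, em 460 nm · Read-out basis – % inhibition of thrombin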
Rad51 HR inh: blocks human Rad51 in homologous recombination; hRad51 DNA strand exchange, fluorescence dequenching; inhibition, % at 10 µM; 200,000 compounds, 0.085% hits;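 active = inhibition above 40% at the single screening dose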;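 note: 0% = DMSO control wells and 100% = blanks with heterologous ssDNA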
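Read-out basis: percent inhibition relative to plate controls and blanks / Assay system: human Rad51 nucleoprotein filaments preassembled on unlabelled ssDNA / Timing: filaments 15 min 37 °C, then compound 30 min / Control set: per-plate controls and blanks / Technique: fluorescence dequenching at 485/520 nm / Compound: 10 µM final, single point / Also added: Fluorescein- and BHQ1-tagged 47-mer duplex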
eIF4E 4G PPI: eIF4E/eIF4G interaction inhibition in translation initiation. P63073+Q04637. TR-FRET eIF4E-eIF4GI(517-606) binding, 2 h. inhibition, % at 21.7 µM. 220,000 compounds, 0.37% hits;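 note: 0% = full FRET control wells and 100% = background wells lacking eIF4GI fragment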
p47phox inh: p47phox (human) inhibition. inhibition, % at 24.7 µM. 220,000 compounds, 0.53% hits. p47phox/p22phox peptide binding, fluorescence polarization, 2 h;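 note: 0% = p47phox with labelled peptide and 100% = labelled peptide alone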
Target sequence (P14598 whole entry, looked up): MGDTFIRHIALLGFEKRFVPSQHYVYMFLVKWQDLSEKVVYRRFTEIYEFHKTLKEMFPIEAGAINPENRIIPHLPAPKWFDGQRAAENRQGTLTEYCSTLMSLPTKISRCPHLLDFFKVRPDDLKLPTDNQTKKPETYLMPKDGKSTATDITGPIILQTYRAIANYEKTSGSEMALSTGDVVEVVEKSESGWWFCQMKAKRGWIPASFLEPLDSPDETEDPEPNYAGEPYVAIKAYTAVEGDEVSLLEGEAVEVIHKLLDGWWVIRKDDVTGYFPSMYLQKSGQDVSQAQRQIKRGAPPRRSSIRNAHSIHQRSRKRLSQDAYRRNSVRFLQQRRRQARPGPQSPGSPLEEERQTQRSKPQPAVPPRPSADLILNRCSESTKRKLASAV
EBV gp42 block: blocks Epstein-Barr virus glycoprotein 42 binding | Q1HVG2 | Fluorescence polarization binding assay, mP read-out | inhibition, % (tested at 21.74 µM) | 220,000 compounds, 0.42% hits; in the data active = inhibition above about 50%
Target sequence (Q1HVG2 whole entry, looked up): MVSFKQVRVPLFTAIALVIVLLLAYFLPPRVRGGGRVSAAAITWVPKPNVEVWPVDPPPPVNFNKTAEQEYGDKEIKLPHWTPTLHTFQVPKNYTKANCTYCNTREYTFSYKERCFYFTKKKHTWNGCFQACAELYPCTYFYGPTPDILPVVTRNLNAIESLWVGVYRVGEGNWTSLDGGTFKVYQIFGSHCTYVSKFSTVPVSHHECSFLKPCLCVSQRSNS
Numbers without * were called inactive; / = not tested or not shown; [ ] = remark or other dose.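 Rule for the calls, unless noted: active = inhibition above about 30% (limit read from the data); inactive = the rest.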

SMILES	KCC2 mod	14-3-3 Bad inh	KLK5 inh	Furin inh	thrombin 1536	Rad51 HR inh	eIF4E 4G PPI	p47phox inh	EBV gp42 block
CC1COc2ccccc2N1S(=O)(=O)c1ccc(Cl)cc1 (stereo not drawn)	-1.7	-7	-3	-14	-23	-10	3	-8	-8
O=C(COc1ccc2ccccc2c1)Nc1nnc(-c2ccco2)s1	0.34	15	-2	-19	-4	6	2	-12	-8
O=C1CCC(=O)N1CNc1ccc(Oc2ccccc2)cc1	-0.57	0	3	-16[20 µM]	3	-1	-16	-1	-15
CC(=O)c1ccc(OCc2cc([N+](=O)[O-])cc3c2OCOC3)cc1	0.34	-2	-2	-24	7	35	1	-9	1
CCOC(=O)Nc1ccc(Oc2ccccc2)cc1	0.42	-6	-26	-22[20 µM]	3	-6	-8	-13	-19
COc1ccc(Nc2nc3c(C)cccn3c(=O)c2C=NCc2ccccc2)cc1	0.074	-19	-7	-8	5	9	-3	1	2
COc1cc(OC)cc(-c2nc3nc(C)c(CCC(=O)NCC(OC)OC)c(C)n3n2)c1	0.45	-2	-1	-22	0	19	-1	-1	-4
Brc1ccc(CSc2ccc(-c3ccco3)nn2)cc1	0.45	-13	-4	-14	-8	-4	1	4	-25
COCCOC(=O)c1[nH]c2c(c1C)C(=O)CC(c1ccccc1)C2 (stereo not drawn)	-0.042	-5	-4	-17[20 µM]	4	/	-1	-8	-11
CCOc1ccc(NC(=O)C2CCC(CNc3c(N4CCC(C)CC4)c(=O)c3=O)CC2)cc1 (stereo not drawn)	1.7	0	-1	-16	-5	4	1	7	-2
CC(=O)c1c(C)n(-c2ccccc2)c2ccc(OCC(N)=O)cc12	/	0	4	-29	-3	7	1	-13	-18
CCNC(=S)Nc1ccc2ncoc2c1	0.98	-5	-1	-19	-2	-48	2	-13	-11

The list goes on; it opens with the 5 that closed the last part.
SMILES	KCC2 mod	14-3-3 Bad inh	KLK5 inh	Furin inh	thrombin 1536	Rad51 HR inh	eIF4E 4G PPI	p47phox inh	EBV gp42 block
Brc1ccc(CSc2ccc(-c3ccco3)nn2)cc1	0.45	-13	-4	-14	-8	-4	1	4	-25
COCCOC(=O)c1[nH]c2c(c1C)C(=O)CC(c1ccccc1)C2 (stereo not drawn)	-0.042	-5	-4	-17[20 µM]	4	/	-1	-8	-11
CCOc1ccc(NC(=O)C2CCC(CNc3c(N4CCC(C)CC4)c(=O)c3=O)CC2)cc1 (stereo not drawn)	1.7	0	-1	-16	-5	4	1	7	-2
CC(=O)c1c(C)n(-c2ccccc2)c2ccc(OCC(N)=O)cc12	/	0	4	-29	-3	7	1	-13	-18
CCNC(=S)Nc1ccc2ncoc2c1	0.98	-5	-1	-19	-2	-48	2	-13	-11
CCOC(=O)CSc1nnc(Cc2ccccc2)n1-c1cccc(Cl)c1	-0.19	2[fluorescence artefact?]	-4	-23[20 µM]	-1	-9	4	-9	-19
O=C(CC12CC3CC(CC(C3)C1)C2)Nc1cccc2ncccc12	/	-13[fluorescence artefact?]	-13	-24[20 µM]	-10	-4	-5[fluorescence artefact?]	-14	-5
Cc1cc(C)c(N(C(=O)c2csnn2)C(C(=O)NC(C)(C)C)c2ccncc2)c(C)c1 (stereo not drawn)	0.48	-7	/	-3	-1	/	3	-7	7
Cc1ccc(C)c(NC(=O)c2ccc(S(=O)(=O)C(F)F)cc2)c1	-0.81	-1[fluorescence artefact?]	-7	-17	-6	5	2[fluorescence artefact?]	-7	-5
COc1ccc(NC(=O)C(C)NS(=O)(=O)c2ccccc2)cc1Cl (stereo not drawn)	/	-4	-8	-5[20 µM]	-5	-3	11	-7	-10
Cc1ccc(-c2nnn(CC(=O)NCCc3ccc4c(c3)OCO4)n2)cc1	0.58	-6	0	-34	-4	0	-3	-4	-4
COC(=O)C1=C(C)N(c2cccc3ccccc23)C(=O)C1	-0.67	12	-7	-10[20 µM]	-3	4	4	4	-24
N#CCCN(C(=O)COC(=O)Cc1ccc(Br)cc1)c1ccccc1	0.35	-9	-2	-15	1	9	2	-4	-11
Cc1nnc(SCC(=O)NCc2ccc3c(c2)OCO3)n1C	0.9	16	-11	-10	3	2	1	0	1
O=S(=O)(Nc1ccc2c(c1)nc1n2CCOC1)c1ccc(Cl)cc1	/	-13[fluorescence artefact?]	5	-27	4	-4	4[fluorescence artefact?]	-1	-11
Brc1ccccc1-c1nnc(CSc2nncn2-c2ccccc2)o1	-1.4	1	1	-15	-7	3	-1	-10	-12
C#CCN(C#N)c1nc(NCC)nc(NC(C)C)n1	0.024	-6	4	-8[20 µM]	2	3	1	-1	-18
CC1CCc2sc3ncnc(N4CCOCC4)c3c2C1 (stereo not drawn)	0.38	7	-13	-24	1	-2	0	-19	-12
CC(=O)C1C(c2ccc(C)cc2)c2c(noc2C)CC1(C)O (stereo not drawn)	1.1	-4	-2	-9	7	5	1	7	-24
CC(C)OC(=O)CSc1nnc(-c2ccccc2)n1N	/	-2	1	-7[20 µM]	2	-3	0[fluorescence artefact?]	-9	-29
Cc1nn(-c2nc3ccccc3[nH]2)c(=O)c2ccccc12	-0.2	1	-2	0	/	-2	1	-6	-18
CC(C)(C)NC(=O)COC(=O)c1ccc(S(=O)(=O)N2CCCC2)cc1	0.039	-19	-2	-19	-7	3	2	-5	-4
O=C(O)CCN1CCc2ccccc21	-0.083	10	-20	-20	-14	-7	-8	-1	-13
CC(C)[C@H](NS(=O)(=O)c1ccc2c(c1)OCCO2)C(=O)OCC(=O)Nc1ccccc1Cl	-0.88	-30	-22	-7	-4	1	-1	-4	-28
CC(C)c1nnc(NC(=O)Cn2nc(-c3ccc4c(c3)OCCO4)ccc2=O)s1	1.2	-1[fluorescence artefact?]	-7	-27	1	-1	-4	25	-4
CCOC(=O)C1CCCN(c2cc(=O)n(C3CCCCC3)c(=O)[nH]2)C1 (stereo not drawn)	0.95	-14	1	-21	-7	-1	-2	1	-4
O=C(Nc1ccnc(-c2ccncc2)n1)c1ccc(F)cc1	-0.061	-4	8	-20	-6	11	4	-3	-9
COC(=O)c1sc(SC)c(S(=O)(=O)C(C)C)c1N/N=C(\C#N)C(=O)c1ccccc1	-0.97	-11	0	-3	-2	10	3	-2	6
COCC1CCN(Cc2cn[nH]c2-c2ccc(OC)cc2F)C1 (stereo not drawn)	/	-9	2	-19	8	10	-1	2	-14
O=C(Nc1ccccc1C(=O)N/N=C/c1ccco1)c1ccccc1	7.8*	-3	-13	2	-7	0	-8	-16	2
O=C(c1ccco1)N1CCN(C(=O)c2cc3c(s2)-c2ccccc2OC3)CC1	-0.66	4[fluorescence artefact?]	-13	-72	-20	-1	4[fluorescence artefact?]	-7	-6
O=C(CCn1c(=O)oc2ccccc21)NCCN1CCOCC1	-0.48	-7	-2	-32	-7	-2	-25	-8	-11
COc1ccc(S(=O)(=O)Nc2cc(C)ccn2)cc1	/	4	-10	-17[20 µM]	1	-5	-7	-13	-21
Cc1cccc(N2CCN(C(=O)Cn3c(=O)[nH]c4ccsc4c3=O)CC2C)c1 (stereo not drawn)	0.076	-13	-16	16[20 µM]	-6	6	-12	-13	-23
O=C(c1cccc(-c2ccc(O)cc2)c1)N1CCN(c2ccc(F)cc2)CC1	0.0055	-12	-8	-21	1	-98	-1	-7	-4
Cc1ccc(O)c(C(=O)c2cc(C#N)c(=O)n(CC3CCCO3)c2)c1 (stereo not drawn)	-1.2	10	-8	-7[20 µM]	4	7	1	-10	2
CC(C)NC(=O)C1CC=CCC1C(=O)O (stereo not drawn)	0.98	3[fluorescence artefact?]	-3	-23	-1	/	2	-8	3
COc1ccc(OCCn2nnc(-c3ccc(Cl)cc3)n2)cc1	1.7	14	-13	-17	-13	-2	3	-8	-1
CN(C)c1ccc(/C=N/NC(=O)c2cnc3ccccc3c2)cc1	-0.75	-1	4	-33	6	/	-9	-17	76*
O=C(c1nc2ccccn2c1CNCCCn1cccn1)N1CCCC1	1.2	-2	24	-13	2	/	-4	4	-5
CN(C)c1nc(SCCOC(=O)c2ccccc2)nc(N(C)C)n1	-2.3	56	-22	-7[20 µM]	5	-3	-3	7	7
O=C(COC(=O)c1ccccc1NC(=O)c1ccco1)NC1CCCCC1	-1.5	9	8	-20[20 µM]	-1	11	5[fluorescence artefact?]	-8	-1
Cc1ccc(S(=O)(=O)c2nc(S(C)(=O)=O)sc2N(C)C)cc1	1	-3	0	0	-5	0	-5	-7	-10
S=c1[nH]nc(-c2ccccc2)n1CC1CCCO1 (stereo not drawn)	0.53	2[fluorescence artefact?]	-2	-15[20 µM]	3	12	-4	-17	-17
CCCc1cc2c(=O)n(NC(=O)c3nn(C)cc3[N+](=O)[O-])c(C)nc2s1	0.63	-10[fluorescence artefact?]	-8	-15	-3	13	-2[fluorescence artefact?]	11	-16
COC(=O)c1cc(OC)c(OC)cc1NC(=O)C(C)c1ccc([N+](=O)[O-])cc1 (stereo not drawn)	-0.0048	5	-6	-15	-10	3	0[fluorescence artefact?]	-14	7
Cc1ccc(C)c(NNC(N)=S)c1	/	-24	22	-28	1	2	-1	-14	-6
CCOC(=O)CC(NC(=O)c1ccccc1)c1ccc(OC)cc1 (stereo not drawn)	0.68	-4	-2	-31	/	3	-1	1	-13
Cc1cccc(CC2S/C(=N/c3ccccn3)NC2=O)c1 (stereo not drawn)	-0.0037	5[fluorescence artefact?]	-7	-22[20 µM]	-2	1	-1	-2	1
Cc1cc(N2CCN(c3ccc(F)cc3)CC2)nc(-c2ccccc2)n1	0.31	7[fluorescence artefact?]	-7	-22[20 µM]	1	-7	4	-9	-1
CC(=O)/C(N=Nc1ccc(C(=O)O)cc1)=C(\C)O	-0.85	-2	-1	3	-13	/	-1	9	4
Cc1cccc(C)c1OCC(=O)Nc1ncn[nH]1	0.31	-1	-7	-24	2	-4	0	-6	-24
CN(CC(=O)NC1CCCC1)S(=O)(=O)c1cnc[nH]1	1.8	-3	-4	-15	-8	-33	2	-15	-9
CCCC(=O)Nc1cccn(Cc2ccccc2Br)c1=O	-1.1	3	-13	-12	-3	/	-4	-6	-8
Nc1nc(Nc2cccc(F)c2)nc(N2CCOCC2)c1[N+](=O)[O-]	-0.65	-3	1	-2	-2	28	0	-11	-6
O=C(CS(=O)CC(=O)Nc1ccc(Cl)cc1)NCC1OCCc2ccccc21 (stereo not drawn)	-1.4	8	-7	-11	1	2	1	-18	-20
CNCC(C)COc1ccccc1OCc1ccccc1 (stereo not drawn)	-1.6	2	-7	-19	0	-38	-1	-4	-13
CCN=C1SC(CC(=O)NCC)C(=O)N1CC (stereo not drawn)	-0.0099	-4	0	-14[20 µM]	13	-7	-4	-13	-2
Nc1ncnc2c1ncn2CCN1CCCCC1	0.37	5[fluorescence artefact?]	-14	-11[20 µM]	-6	11	4	-6	-22
c1ccc(Cc2cc[n+](Cc3ccccc3)cc2)cc1	0.44	-10	-15	-10	-14	-23	-2	-5	7
CCOC(=O)CC(=O)CSc1nc(C)cc(-c2cccnc2)c1C#N	1.3	2	-14	-24[20 µM]	1	2	-9	-21	-15
CCc1[nH]c(C(=O)O)c(C)c1C(=O)OC	0.0021	-4	-5	-14	-1	22	1	-11	-6
COc1ccc(-n2nnnc2-c2nc3ccccc3s2)cc1	-0.016	-12[fluorescence artefact?]	-21	-16	-11	6	-2[fluorescence artefact?]	-11	-14
CCCCc1ccc(NC(=O)N2CCNC(=O)C2CC(=O)Nc2ccsc2C(=O)OC)cc1 (stereo not drawn)	1.1	1	1	-13	-4	16	2	-15	-17
